697 NFkB inh: inhibitors of the PMA/ionomycin-induced NF-kB reporter in 697 B cells. 697 B-cell NF-kB luciferase reporter, 16 h. inhibition, % at 4 µM. 330,000 compounds, 0.33% hits. AID 435022; in the data active = inhibition above about 35%
CXCR6 inh: CXCR6 (human) receptor inhibition | O00574 | CHO-K1 PathHunter CXCR6 beta-arrestin, luminescence | inhibition, % at 20 µM | 360,000 compounds, 0.36% hits | AID 602244; in the data active = inhibition above about 34%, passing the limit was not always enough;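 also: antagonist mode with CXCL16 agonist at 10 nM final; 0% = 10 nM CXCL16 with DMSO and 100% = unstimulated wells without agonist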
Target sequence (O00574 whole entry, looked up): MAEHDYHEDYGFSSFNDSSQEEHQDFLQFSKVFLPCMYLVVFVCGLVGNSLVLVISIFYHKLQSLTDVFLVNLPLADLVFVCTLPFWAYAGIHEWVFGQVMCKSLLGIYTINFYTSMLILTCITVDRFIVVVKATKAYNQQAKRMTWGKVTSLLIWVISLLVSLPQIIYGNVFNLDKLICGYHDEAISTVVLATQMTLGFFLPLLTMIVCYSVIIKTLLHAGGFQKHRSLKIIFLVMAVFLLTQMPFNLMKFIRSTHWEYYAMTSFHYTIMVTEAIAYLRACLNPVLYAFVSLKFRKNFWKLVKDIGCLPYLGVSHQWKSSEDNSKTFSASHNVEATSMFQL
CCR6 antag: blocks CCL20-driven beta-arrestin recruitment at human CCR6 | inhibition, % at 20 µM | CHO-K1 CCR6 PathHunter beta-arrestin, luminescence, CCL20-stimulated | 340,000 compounds, 0.49% hits;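 active = compounds whose inhibition of the agonist-driven luminescence signal at 20 µM reaches about 50%, limit read from the data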;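 also: cells stimulated with CCL20 at 14 nM final; plate controls were DMSO with CCL20 for no effect and DMSO without agonist for full effect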
Target sequence (P51684 whole entry, looked up): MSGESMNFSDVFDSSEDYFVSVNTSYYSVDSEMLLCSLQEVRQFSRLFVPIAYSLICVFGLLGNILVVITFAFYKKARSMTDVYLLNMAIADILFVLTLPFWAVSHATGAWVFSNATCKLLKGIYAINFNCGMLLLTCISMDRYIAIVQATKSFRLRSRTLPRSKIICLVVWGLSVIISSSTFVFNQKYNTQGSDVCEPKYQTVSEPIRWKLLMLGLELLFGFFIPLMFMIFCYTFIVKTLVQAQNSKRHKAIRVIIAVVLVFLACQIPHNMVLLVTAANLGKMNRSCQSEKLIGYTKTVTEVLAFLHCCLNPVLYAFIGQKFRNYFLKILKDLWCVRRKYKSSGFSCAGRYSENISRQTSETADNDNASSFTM
Gli-Sufu antag: Gli-Sufu pathway antagonism; Sufu-KO-LIGHT fibroblasts, Gli luciferase reporter luminescence; inhibition, % at 5 µM; 340,000 compounds, 0.74% hits; AID 588413;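 active = inhibition above about 55%, limit read from the data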;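 also: 0% = DMSO-treated cells and 100% = wells with medium but no cells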
CHOP UPR activ: activators of apoptotic arm of unfolded protein response (CHOP) | CHO-CHOP luciferase reporter, UPR activation, luminescence; percent of tunicamycin response over DMSO baseline | activation, % at 10 µM | 330,000 compounds, 0.34% hits | AID 449763;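 active = at 10 µM dose, activation of 40% or more, normalized to positive control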;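 also: 100% = tunicamycin at 10 µg/mL and 0% = DMSO alone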
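Test system: CHO CHOP reporter cells. Input: 500 CHO-CHOP cells per well. Medium: F12 with 10% FBS. Technique: luciferase luminescence. Measure: percent activation relative to tunicamycin control. Dosing: 10 µM compound, 0.5% DMSO. Timing: 16-18 h cell attachment, then 6 h compound exposure, 37 °C.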
UPR XBP1 act: adaptive UPR (XBP1) activation | CHO-XBP1 luciferase reporter, IRE1-XBP1 UPR activation, luminescence; percent of tunicamycin response, DMSO as zero | activation, % at 20 µM | 330,000 compounds, 0.33% hits | AID 463104;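 active = versus positive control, 20 µM dose yields 30% or more activation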;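 also: 100% = tunicamycin at 10 µg/mL and 0% = DMSO only wells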
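Signal: luciferase luminescence; Assay system: CHO-XBP1 luciferase reporter cells; Amount: one thousand reporter cells per well; Dosing: 20 µM single concentration, DMSO 1%; Benchmarks: high control tunicamycin 10 µg/mL final, low control DMSO vehicle only; Schedule: 6 h compound exposure at 37 °C, 5% CO2; Evaluation: percent activation relative to tunicamycin reference.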
Mdm2 MdmX PPI: disrupts the human Mdm2-MdmX interaction | O15151+Q00987 | SaOS-2 split-luciferase Mdm2/MdmX complementation, luminescence | inhibition, % at 8 µM | 330,000 compounds, 3% hits | AID 485346;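 active = inhibition of at least 50% at 8 µM in the primary screen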
Jurkat NFkB inh: inhibitors of the PMA/ionomycin-induced NF-kB reporter in Jurkat cells. PMA/ionomycin-induced NF-kB luciferase reporter, luminescence. inhibition, % at 4 µM. 330,000 compounds, 0.53% hits. AID 435003; in the data active = inhibition above about 50%
EBI2 antag: EBI2 (human) antagonism | P32249 | EBI2 beta-arrestin recruitment, luminescence, 7a,25-OHC stimulated | inhibition, % at 5 µM | 360,000 compounds, 0.81% hits | AID 651636; in the data active = inhibition above about 38%;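 also: enzyme fragment complementation signal reports receptor beta-arrestin coupling in cells; 0% = agonist plus DMSO wells and 100% = wells without agonist; some results beyond the cut were filed as inactive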
Target sequence (P32249 whole entry, looked up, the tested form may be a part): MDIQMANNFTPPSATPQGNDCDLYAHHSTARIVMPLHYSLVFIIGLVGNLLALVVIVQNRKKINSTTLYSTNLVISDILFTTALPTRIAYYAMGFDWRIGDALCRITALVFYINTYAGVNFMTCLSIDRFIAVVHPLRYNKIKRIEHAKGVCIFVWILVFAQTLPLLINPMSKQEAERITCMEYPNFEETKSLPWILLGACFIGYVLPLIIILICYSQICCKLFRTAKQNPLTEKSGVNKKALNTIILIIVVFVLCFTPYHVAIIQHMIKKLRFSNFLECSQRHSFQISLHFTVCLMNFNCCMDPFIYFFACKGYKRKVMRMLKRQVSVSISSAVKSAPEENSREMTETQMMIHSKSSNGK
Numbers without * were called inactive; / = not tested or not shown. Compounds were not picked by outcome, and some 5% of all compounds hit somewhere here.

SMILES | 697 NFkB inh | CXCR6 inh | CCR6 antag | Gli-Sufu antag | CHOP UPR activ | UPR XBP1 act | Mdm2 MdmX PPI | Jurkat NFkB inh | EBI2 antag
O=C(O)CCC(=O)NNC(=O)CCCOc1ccc(Cl)cc1Cl | -14 | -7 | -5 | -5 | 0.7 | 0 | 13 | 4 | -2
Cc1cc(C(F)F)n2nc(C(=O)Nc3ccccc3F)nc2n1 | 6 | 8 | 6 | -4 | 0.2 | -4 | 4 | -1 | -13
[O-][n+]1onc2c1C(N1CCOCC1)CCC2N1CCOCC1 (stereo unspecified) | -12 | -3 | -9 | 3 | 2.2 | 0 | 1 | -4 | 6
Cc1[nH]c2ccccc2c1SCC(=O)Nc1nccs1 | -7 | 6 | -2 | -27 | 1.3 | -2 | -11 | 0 | 1
CC(=O)N1CCN(C(=O)c2ccc(NS(=O)(=O)c3ccc4[nH]c(=O)[nH]c4c3)cc2)CC1 | -5 | -5 | -2 | -7 | 1.3 | -2 | 11 | 11 | 2
COc1cc(C(=O)N2CCN(C(=O)c3ccco3)CC2)c([N+](=O)[O-])cc1OC | 7 | -3 | 5 | 3 | -2.7 | -1 | -12 | 10 | 7
OCCN1CCOCCN(CCO)CCOCC1 | 0 | 1 | 0 | 12 | 0.6 | -5 | -20 | -23 | -10
O=C(N/N=C/c1cccnc1)c1ccco1 | 13 | -4 | -1 | 1 | 2.0 | 1 | 9 | 9 | -7
COC(=O)c1ccc(C(=O)OC)c(NC2=NS(=O)(=O)c3ccccc32)c1 | 15 | 14 | 13 | 8 | -0.4 | -1 | -17 | 7 | 4
NC(=O)NC(=O)COC(=O)CN1C(=O)C2CCCCC2C1=O (stereo unspecified) | 2 | 2 | -11 | -1 | 4.1 | -1 | 0 | -9 | -5
CCN(CC)C(=O)c1ccc(C(=O)c2c(C)cc(C)cc2C)cc1 | -14 | -4 | 2 | -9 | -1.5 | 1 | 20 | -11 | -3
Fc1ccc(CN2CC[C@H]3C=CCc4cccc(c43)C2)cc1 | -5 | -13 | 19 | -5 | -2.5 | 0 | -4 | 4 | -5
CCC1CCCCN1CCN1C(=O)C2C(C(=O)Nc3ccc(OC)cc3)C3C=CC2(O3)C1C(=O)NC1CCCCC1 (stereo unspecified) | 5 | -1 | 21 | -7 | 2.8 | -4 | 20 | 3 | -8
O=C(Cc1ccccc1)Nc1ccc2oc(=O)ccc2c1 | -2 | 0 | 9 | -8 | 0.7 | 0 | 2 | 4 | 1
O=C(N/N=C/C1CCCCC1)c1cc(Cl)ccc1O | -5 | 6 | 7 | -7 | -1.5 | -4 | 42 | 14 | -3
Cc1ccc(CCNC(=O)c2nc(CS(=O)(=O)c3ccc(Cl)cc3)no2)cc1 | 5 | -11 | -3 | 4 | -0.7 | -8 | 18 | -2 | 15
CCOC(=O)C1CCc2nc3ccccc3c(=O)n21 (stereo unspecified) | 27 | -5 | -1 | -3 | -0.3 | -4 | 20 | 16 | 7
Fc1ccccc1/C=C1\CCCC2=C1Nc1nnnn1C2c1ccccc1F (stereo unspecified) | -2 | 10 | 6 | 15 | 1.2 | 5 | 28 | 8 | 7
Cn1c2c(c(=O)n(C)c1=O)CN(Cc1ccc(F)cc1)CN2 | 18 | 9 | 7 | -95 | -0.1 | -7 | 26 | 15 | 0
CCc1ccc(NC(=O)CSc2nnc(C3CC3)n2CC2CCCO2)cc1 (stereo unspecified) | -1 | 6 | 6 | 22 | 1.9 | -4 | 10 | -3 | -5
CCOc1ccc(CNS(=O)(=O)c2c(C)nc3sccn3c2=O)cc1OC | 6 | -2 | -10 | 8 | -0.5 | -1 | 18 | 8 | 0
C=CCN1CN(S(=O)(=O)c2ccc(OC)cc2)c2nc3ccccc3nc21 | -69 | 9 | 1 | -5 | 0.3 | -7 | -35 | -22 | 7
Cc1c(NS(=O)(=O)c2cc(NC(=O)CCN3CCCC(C)C3)ccc2Cl)c(=O)n(-c2ccccc2)n1C (stereo unspecified) | 5 | 0 | 0 | 5 | -0.2 | -1 | -13 | 4 | 0
CCOC(=O)c1c(C)[nH]c(C)c1S(=O)(=O)N(C)CC(=O)Nc1ccccc1 | -1 | -2 | 2 | 0 | 0.8 | -1 | -1 | 3 | -6
CCOc1cc2[nH]c(=S)n(C3CC3)c(=O)c2cc1OCC | -5 | 0 | -2 | -19 | 1.6 | -2 | -4 | 7 | -2
COc1ccc(-c2cc3nc(C)cc(-c4ccc(OC)cc4)n3n2)cc1 | -6 | -8 | -5 | 2 | 1.0 | 4 | 23 | -8 | 23
CC(NC(=O)c1ccco1)c1cccc2ccccc12 (stereo unspecified) | 4 | -5 | 13 | -2 | 0.8 | 3 | -13 | -4 | -6
O=C(N/N=C/c1c(O)ccc2ccccc12)Nc1ccccc1 | -32 | / | 3 | 1 | 1.4 | 2 | 30 | 1 | /
CC(C1CCN(Cc2nc(C3CC3)no2)CC1)N1CCOCC1 (stereo unspecified) | -10 | -2 | 3 | 1 | -0.9 | 2 | -10 | -9 | 2
CCn1ccc(-c2ccccc2)c(C#N)c1=O | 4 | 5 | 16 | 18 | -0.8 | -2 | 0 | 6 | 11
O=C(CSc1nc2ccccc2[nH]1)N/N=C/C=C/c1ccccc1[N+](=O)[O-] | 3 | -4 | -3 | -11 | 0.2 | -1 | 5 | 23 | -17
Cc1c(C(=O)Nc2ccccc2)sc2ncn(CC(=O)N3CCCCC3)c(=O)c12 | 18 | 4 | 2 | -7 | 0.2 | -3 | 2 | 8 | 11
COc1cc(/C=C(\NC(C)=O)C(=O)NC(C)(C)C)ccc1OC(C)=O | 0 | -5 | 9 | 3 | 1.3 | -2 | -7 | -22 | -1
O=C(COc1ccc(C(F)(F)F)cc1[N+](=O)[O-])Nc1cccc(C(F)(F)F)c1 | 5 | 3 | -2 | -8 | 1.7 | 0 | 16 | 6 | -8
CCSc1nnc(NS(=O)(=O)c2ccc(C)cc2)s1 | 8 | 4 | 12 | 0 | 1.7 | 0 | 0 | -13 | -10
COc1cc(/C=C/C(=O)O)cc(S(=O)(=O)NNC(=O)c2ccc3c(c2)OCO3)c1OC | 13 | -5 | -12 | -4 | -1.7 | -4 | 15 | 4 | 4
Cc1ccc(S(=O)(=O)N2CCN(C(=O)COC(=O)CSc3cc(C)ccc3C)CC2)c(C)c1 | 17 | -1 | 13 | 2 | -1.2 | 2 | 9 | -6 | -4
O=C(O)CCN1C(=O)/C(=C\c2ccc(-c3nc4ccccc4s3)o2)SC1=S | -32 | 38 | 53* | 4 | 2.7 | 5 | -2 | -15 | 27
COC(=O)N/N=C/c1cc(C)n(-c2cccc3ccccc23)c1C | 4 | -1 | -4 | 1 | 1.0 | 3 | 14 | 15 | 6
CCCCNC(=O)CCCN1C(=O)c2cccnc2Sc2ccccc21 | -4 | -4 | 1 | 2 | 1.0 | -4 | 4 | -19 | -5
O=C(NCc1ccccc1)C1(C(F)(F)F)C/C(=C/CCO)CCCO1 (stereo unspecified) | 10 | -4 | 4 | 6 | -1.7 | -1 | -19 | 9 | -1
CCc1ccc(OC(=O)/C=C/c2ccco2)cc1 | -19 | 6 | 5 | 4 | 29 | 11 | 25 | 22 | 0
CC(=O)NC1C(=O)N(Cc2ccccc2)c2ccc(Br)cc21 (stereo unspecified) | 22 | -13 | 24 | 0 | 0.2 | -1 | 75* | -4 | -13
COc1ccc(-c2nc(N)n(S(=O)(=O)c3ccc(C)cc3)n2)cc1 | -6 | -7 | 3 | -2 | 2.0 | -2 | -29 | 2 | 1
O=C(CSc1nc2ccccc2n1Cc1ccccc1Cl)N/N=C/c1ccccc1C(=O)O | -19 | -1 | 2 | -18 | 0.2 | -2 | 17 | -10 | 6
COc1cc2cc(CCCO)oc(=O)c2cc1OC | 11 | -7 | 11 | 6 | 3.2 | 1 | 5 | 11 | 7
Nc1nc(Cl)cc(Nc2ccccc2Cl)n1 | -4 | -6 | 9 | -9 | 0.8 | 5 | 14 | -4 | -16
CCOc1cccc(OCCOCCN(C)Cc2ccccc2)c1 | 5 | 6 | 6 | 5 | -0.6 | -1 | 8 | -8 | 4
CCOc1cc(/C=N/NC(=O)CSc2nncn2C)ccc1OC(=O)c1ccc(Cl)cc1 | -6 | -14 | -32 | -55 | 3.0 | 2 | 1 | 5 | 11
Cc1ccc([C@H]2C(C(=O)O)=CC[C@@H](c3ccc(Cl)cc3)N2S(=O)(=O)c2ccc(C)cc2)cc1 | -2 | 3 | 1 | 1 | -1.6 | -1 | -2 | -4 | 2
CSCCC(NS(=O)(=O)c1ccccc1F)C(=O)OCc1ccccc1Cl (stereo unspecified) | 17 | 2 | 18 | 0 | 0.8 | 1 | -7 | 6 | 6
N#Cc1cccc(C#N)c1Oc1ccc(S(=O)(=O)Nc2ccc(Cl)cc2)cc1 | 12 | -15 | 3 | 8 | -0.1 | -3 | 31 | 12 | 6
O=C(Nc1ccc(Cl)cc1F)c1cc(S(=O)(=O)N2CCCCC2)ccc1F | -22 | 9 | 15 | 1 | -0.3 | -1 | -1 | 6 | 1
O=C(CN(c1ccccc1Cl)S(=O)(=O)c1ccccc1)NCc1ccccc1 | 4 | 4 | 15 | 4 | 0.9 | -5 | 3 | -2 | 4
CCOc1ccc(C(C)=O)cc1CN1C(=O)NC(C)(C2CC2)C1=O (stereo unspecified) | -9 | 0 | 8 | 6 | -2.0 | -1 | 9 | -1 | -1
CCOc1cc(NC(=S)Nc2cccc(OC)c2)c(OCC)cc1NC(=O)c1ccc(C)cc1 | -6 | -5 | 18 | 6 | 0.0 | -1 | 0 | -21 | 11
CN1CCOc2ccc(S(=O)(=O)NCCc3ccc(Cl)cc3)cc21 | -42 | -5 | -5 | -4 | -1.4 | -2 | 18 | -9 | 0
O=[N+]([O-])c1cccnc1SCc1c(F)cccc1Cl | 3 | 4 | 15 | -22 | 0.9 | 0 | 0 | 1 | 4
O=C(NC1CCCCC1)N1CCN(Cc2nc3ccccc3c(=O)[nH]2)CC1 | 20 | -11 | 11 | -7 | 0.5 | 0 | 18 | 0 | -7
CN(Cc1n[nH]c(=S)n1C)S(=O)(=O)c1ccccc1 | 2 | 6 | 9 | 0 | -2.2 | 0 | -4 | -5 | -6
CN(C)/C=C/C(=O)c1cccc(C(F)(F)F)c1 | -18 | 5 | 7 | / | 0.6 | -2 | -30 | -13 | -4

Compound profiles, from the list above:
`O=C(NC1CCCCC1)N1CCN(Cc2nc3ccccc3c(=O)[nH]2)CC1` is listed as 697 NFkB inh = 20; CXCR6 inh = -11; CCR6 antag = 11; Gli-Sufu antag = -7; CHOP UPR activ = 0.5; UPR XBP1 act = 0; Mdm2 MdmX PPI = 18; Jurkat NFkB inh = 0; EBI2 antag = -7
`CCOc1cc(NC(=S)Nc2cccc(OC)c2)c(OCC)cc1NC(=O)c1ccc(C)cc1` is listed as 697 NFkB inh = -6; CXCR6 inh = -5; CCR6 antag = 18; Gli-Sufu antag = 6; CHOP UPR activ = 0.0; UPR XBP1 act = -1; Mdm2 MdmX PPI = 0; Jurkat NFkB inh = -21; EBI2 antag = 11

As entered above.
For CCR6 antag, `O=[N+]([O-])c1cccnc1SCc1c(F)cccc1Cl` has 15
For 697 NFkB inh, `COc1ccc(-c2nc(N)n(S(=O)(=O)c3ccc(C)cc3)n2)cc1` has -6
For CCR6 antag, `Nc1nc(Cl)cc(Nc2ccccc2Cl)n1` has 9

High-throughput results (PubChem)
